Ub-GFP proteasome: proteasome inhibitors stabilizing ubiquitin-GFP reporter; Ubiquitin-GFP reporter cells, proteasome inhibition, GFP fluorescence; response scale: untreated = 0%, 10 µM MG-132 = 100%; Potency, µM (highest dose often 45.9 µM), for the others: at the highest dose activation (GFP accumulation), usual class: activators; 67,000 tested, under 10 active; active = well fitted activation curve with a large enough effect, not every such curve was filed as active; inconclusive = small, poorly fitted or top-dose-only effect, or another doubt; inactive = no such curve, though single readings can be large or run the other way; note: potency is the fitted concentration of half-maximal effect
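Proteasome block read as GFP accumulation: ubiquitin(G76V)-GFP U2OS cells exposed to compound (2.9 nM–46 uM) for 4 hr at 37 C. Normalization used untreated cells as 0% and 10 uM MG-132 as 100%; concentration-response curves fitted.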
CRE-bla Fsk: CRE-bla signaling modulation under forskolin stimulation. CHO CRE-bla reporter (cAMP response element driving beta-lactamase), forskolin EC10, beta-lactamase ratio. Potency, µM (top dose mostly 38.2 µM), for the others: at the highest dose activity change, negative = inhibition, most hits filed as activators. actives 2.5% (n = 71,000). AID 662; active = well fitted activation curve with a large enough effect in the signal ratio, with a control signal flat, not every such curve was filed as active; inconclusive = small, poorly fitted or top-dose-only effect, or effect the other way, or a change in a side signal; the % refers to the signal ratio; note: potency is the fitted concentration of half-maximal effect; % of control where 0% means no effect
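Forskolin analogue NKH 477 at EC10 stimulated CRE-driven beta-lactamase in CHO cells alongside compound dilution series. Beta-lactamase was measured with CCF4, excitation 405 nm, emission ratio 460/530 nm.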
Hsp90 Hop PPI: changes Hsp90-Hop TPR2A binding signal, up or down | AlphaScreen TPR2A-His6 binding biotin-Hsp90 C-terminal peptide | Potency, µM (highest dose often 57 µM), for inactives: top-dose activity change, negative = inhibition | actives 0.44% (n = 71,000); active = well fitted curve in either direction with a large enough effect; inconclusive = small, poorly fitted or top-dose-only effect, or another doubt; note: potency is the fitted concentration of half-maximal effect; % is set by controls: 0 for no effect and ±100 for the full control effect; many of its hits are not listed in these tables
ERK AVP block: inhibitors of vasopressin-stimulated ERK signaling pathway; Potency, µM (doses to about 57.5 µM), inactives show top-dose activity, negative = inhibition, hits mostly inhibitors; AID 995; actives 0.99% (n = 72,000); HEK293-V1b, vasopressin-stimulated pERK AlphaScreen; note: potency is the fitted concentration of half-maximal effect; % is set by controls: 0 for no effect and ±100 for the full control effect; nearly all actives have a fitted effect of over 55% in size
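HEK293 cells stably expressing V1b receptor, seeded overnight in 1% FBS, were treated with compounds for 30 min at 37C, then stimulated 5 min with 25 nM vasopressin; phospho-ERK read by AlphaScreen SureFire after lysis.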
HBB splice mod: hemoglobin beta splicing modulation | HBB splicing reporter cell assay, activation; EGFP reporter with mutant IVS2-654 intron; response scale: normalised to 500 nM splice-correcting PNA | Potency, µM (series often up to 46.1 µM), without a hit: top-dose activation, hits mostly activators | actives 0.06% (n = 65,000) | AID 925; note: potency is the fitted concentration of half-maximal effect; 0% is about no effect
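Compounds were applied for 2 days to HeLa EGFP-654 cells, 500/well in Optimem with 2% FCS. The reporter's EGFP is disrupted by mis-splicing of beta-globin intron IVS2-654. Readout: summed well GFP fluorescence from 488 nm laser scanning; reference was 500 nM antisense […] 654 PNA.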
Texas Red fluor: compounds fluorescent in Texas Red spectral region. Compound fluorescence, Texas Red channel, 547/618 nm; stronger effect = higher value. max dye-equivalent concentration, M. actives 0.06% (n = 59,000); in the data active = max dye-equivalent concentration above about 10 nM; inconclusive = between about 1.1 nM and that limit
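Texas Red-region profiling: compounds in 100 mM Tris pH 8.0 were read at 547/618 nm after 15 min at room temperature. Intensities were normalized against a six-point Texas Red standard series to give dye-equivalent concentration.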
4MU fluor: 4-MU region autofluorescence; AID 589; compound autofluorescence, 340/450 nm, 4-MU equivalents; stronger effect = higher value; actives 11% (n = 59,000); max dye-equivalent concentration, M; in the data active = max dye-equivalent concentration above about 10 nM; inconclusive = mostly about 1.1 nM to 9.6 nM
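Compounds in 100 mM Tris, pH 8.0, incubated 15 min at room temperature, then fluorescence read at 340 nm excitation/450 nm emission. Signal converted to 4-MU dye-equivalent concentration using an on-plate six-point 4-MU standard curve.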
Fluorescein autfl: compound fluoresces in the fluorescein spectral region | Compound autofluorescence, 480/540 nm, fluorescein-equivalent; stronger effect = higher value | max fluorescein-equivalent concentration, M | actives 0.91% (n = 59,000); in the data active = max fluorescein-equivalent concentration above about 10 nM; inconclusive = between about 1.1 nM and that limit
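Compounds (23 nL) in 100 mM Tris pH 8.0, 15 min at room temperature, then fluorescence read at 480 nm excitation/540 nm emission. Signal converted to fluorescein-equivalent concentration from an on-plate fluorescein standard curve.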
A350 autofl: A350 region autofluorescence; Compound autofluorescence, 340/450 nm, Alexa 350 dye-equivalents; stronger effect = higher value; max dye-equivalent concentration, M; actives 11% (n = 59,000); in the data active = max dye-equivalent concentration above about 10 nM; inconclusive = mostly about 1.1 nM to 9.6 nM
Epigenetic mod: epigenetic GFP locus derepression in mouse cells; mouse C127i GFP locus derepression, cytometry, 30 h; Potency, µM (titrated, usually from 46.1 µM), inactives show top-dose GFP derepression (activation); actives 0.09% (n = 68,000); note: % of control where 0% means no effect
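Derepression screen: silenced CMV-GFP reporter in murine C127i cells, 30 h compound incubation at 37 C, washed cells imaged by laser-scanning cytometer to enumerate GFP-expressing objects of 20 to 120 um.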
Luciferase inh: inhibitors of firefly luciferase; P08659; purified firefly luciferase, luminescence, 8 min; Potency, µM (titrated, usually from 57.1 µM), inactives show top-dose activity change, negative = inhibition, most hits filed as inhibitors; actives 2.2% (n = 72,000); note: potency is the fitted concentration of half-maximal effect; % is set by controls: 0 for no effect and ±100 for the full control effect; nearly all actives have a fitted effect of over 40% in size
Target sequence (P08659 whole entry, looked up): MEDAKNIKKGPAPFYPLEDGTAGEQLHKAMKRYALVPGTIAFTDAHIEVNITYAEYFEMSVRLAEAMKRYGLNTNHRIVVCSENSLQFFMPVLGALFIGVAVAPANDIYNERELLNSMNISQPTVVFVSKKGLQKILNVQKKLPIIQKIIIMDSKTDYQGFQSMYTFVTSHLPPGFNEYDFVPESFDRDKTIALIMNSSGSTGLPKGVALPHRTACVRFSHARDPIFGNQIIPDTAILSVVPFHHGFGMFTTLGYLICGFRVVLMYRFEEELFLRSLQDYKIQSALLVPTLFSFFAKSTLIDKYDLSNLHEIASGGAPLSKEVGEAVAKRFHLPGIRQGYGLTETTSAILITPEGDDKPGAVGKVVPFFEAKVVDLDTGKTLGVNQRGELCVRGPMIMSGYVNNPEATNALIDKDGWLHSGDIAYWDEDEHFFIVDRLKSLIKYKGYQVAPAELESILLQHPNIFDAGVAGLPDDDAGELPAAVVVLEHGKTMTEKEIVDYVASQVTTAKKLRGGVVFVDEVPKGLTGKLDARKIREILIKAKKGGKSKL
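Compounds were tested as concentration series (qHTS) against purified P. pyralis luciferase with luciferin and 10 uM ATP in 50 mM imidazole pH 7.2, 50 mM KCl, 7 mM MgCl2, 0.01% Tween 20, 0.05% BSA. Luminescence was read after 8 min at ambient temperature.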
Numbers without * were called inactive; i = inactive; ? = inconclusive; . = not tested or not shown; [ ] = dose if it differs, or a comment. Unless noted, calls come from the whole dose curve; as a rule, active = well fitted curve in the direction sought with a large enough effect; inconclusive = small, poorly fitted or top-dose-only effect, or another doubt; inactive = no such curve, though single readings can be large; an effect the other way counts as inactive or inconclusive. The list is partial (hit frequency here may not be typical).

molecule	Ub-GFP proteasome	CRE-bla Fsk	Hsp90 Hop PPI	ERK AVP block	HBB splice mod	Texas Red fluor	4MU fluor	Fluorescein autfl	A350 autofl	Epigenetic mod	Luciferase inh
Cn1c(=O)oc2cc(S(=O)(=O)NC(Cc3ccccc3)C(=O)N3CCCCC3)ccc21 (stereo unspecified)	9.8%	-1.1%	-4.2%[2.3 µM]	?	-0.8%	.	.	.	.	.	1.2%
O=C(c1ccncc1)N1CCC2(CCCN(Cc3ccncc3)C2)CC1	-4.4%	5.2%	-2.8%	4.9%	1.8%	i	i	i	i	-0.5%[9.22 µM]	0.6%[11.4 µM]
COc1cccc(Cn2c(C3CC3)nc3ccc(NC(=O)c4ccco4)cc3c2=O)c1	5.6%	?	-7.3%	-6.8%	0.5%	i	i	?	i	1.2%	-3.3%
O=C(Nc1nccs1)c1c(O)c2cccc3c2n(c1=O)CCC3	-3.6%	-6.1%	-0.1%	-2.4%	.	i	1.65e-08M*	i	1.68e-08M*	-1.3%	5.3%
CCOC(=O)c1sc(NC(=O)c2ccc(Cl)s2)cc1C	-1.0%	?	1.1%	.	-0.4%	.	.	.	.	.	?
CCCCn1c(=O)cc(N2CCOCC2)[nH]c1=O	-8.1%	3.6%	-4.5%	.	0.1%	.	.	.	.	.	3.7%
O=S(=O)(CCSc1nc2ccccc2o1)Cc1ccccc1	0.9%	-11.3%	2.5%	-5.2%	0.5%	?	i	i	i	2.1%	0.2%
CCOCCCNC(=O)c1ccc(CS(=O)(=O)Cc2cccc(C)c2)o1	9.1%	-0.9%	-1.7%	5.4%	0.8%	i	i	i	i	-1.4%	2.0%
CCCCc1cc(=O)oc2cc(C)cc(OC(C)C(=O)O)c12 (stereo unspecified)	0.9%	-5.0%	0.1%	-14.6%	3.7%[57.5 µM]	i	1.35e-07M*	i	1.77e-07M*	1.6%	1.2%
Cc1ccccc1C(=O)N1CCC(C(=O)Nc2cccc(F)c2)CC1	13.1%	-3.8%	-1.7%	-13.4%	-0.5%	.	.	.	.	0.0%	3.0%
CCOC(=O)c1cc2cc(F)ccc2nc1C	3.6%	?	2.3%	8.6%	0.3%[1.84 µM]	i	i	i	i	3.7%	2.4%
COc1ccc(-c2c3c(=O)n(C)c(=O)n(C)c3cn2-c2ccccc2)cc1	-6.7%	?	-14.8%	-0.5%	-1.1%	?	?	i	?	-0.1%	0.8%
Cn1c(=O)c(-c2cccc(C#N)c2)nc2cnc(Oc3ccccc3)nc21	-0.7%	?	-2.4%	-18.9%	1.0%	i	?	?	?	0.3%[9.22 µM]	0.0%[11.4 µM]
COCCn1nnnc1C(c1ccc2ncccc2c1)N1CCc2ccccc21 (stereo unspecified)	-3.4%	1.6%	-3.1%	-15.9%	.	i	i	i	i	1.9%	0.0%
COCCn1c(=O)[nH]c2cc(C(=O)NCCN3CCN(c4ccc(OC)cc4)CC3)ccc2c1=O	-3.8%	5.0%	-7.6%	13.5%	0.6%	?	1.72e-08M*	i	1.63e-08M*	3.6%	0.8%
CCCNS(=O)(=O)c1ccc(CCC(=O)N2CCCCC2)cc1	-2.9%	-7.2%	0.1%	-11.5%	-0.1%[57.5 µM]	i	i	?	i	-2.7%	0.0%
N#CCSc1nnc(CNc2cccc(Cl)c2)o1	2.5%	-8.2%	-0.1%	-2.0%	.	i	i	?	i	2.1%	2.4%
CCN1C(=O)CS/C1=N\c1nccs1	-7.2%	4.1%	1.5%	-23.5%	0.2%	.	.	.	.	1.8%	0.5%
O=S(=O)(CCn1cccc1)CCn1cccc1	-2.3%	-1.5%	-10.0%	-10.0%	.	i	i	1.01e-08M*	i	-1.7%	1.8%
CCCC(=O)Nc1ccccc1NC(=O)C1CCCCC1	-3.6%	6.0%	-0.3%	-8.0%	0.9%	i	i	i	i	2.7%	2.5%
CCOC(=O)CCc1c(C)c(C#N)c2nc3ccccc3n2c1-n1ccnc1	.	.	.	.	.	i	1.87e-08M*	?	1.61e-08M*	-4.9%[20.6 µM]	-0.4%[25.5 µM]
O=c1cc(CN2CCc3ccccc32)nc2sccn12	1.0%	0.2%	-10.9%	-4.3%	-0.2%[57.5 µM]	i	?	i	?	6.6%	0.3%
O=C1N2CN(C(c3ccccc3)c3ccccc3)CN=C2SC1(CO)CO	3.4%	0.2%	0.3%	-7.2%	-1.3%	.	.	.	.	2.5%	-3.0%
COc1ccc(CCN(Cc2cccs2)S(=O)(=O)c2ccc(-n3cnnn3)cc2)cc1OC	3.9%	21.9%	-2.4%	19.4%	.	i	i	i	i	2.4%	1.3%
Cc1cccc(Cc2c(C)nc3c(C(=O)NCc4ccco4)cnn3c2C)c1	3.9%	10.8%	-1.1%	-6.3%	-2.2%[57.5 µM]	?	2.52e-08M*	i	2.91e-08M*	2.1%	2.1%
Fc1ccc(-c2nnc(-c3ccc(Cl)cc3)o2)cc1	4.3%	4.2%	3.5%	0.1%	-0.6%	.	.	.	.	-1.8%	-2.2%
O=C(CCNS(=O)(=O)c1cccc2nonc12)NCc1cccs1	-9.8%	-8.2%	0.0%	8.1%	-0.2%	?	i	i	i	3.6%	3.5%
Cc1cc(C)n(-c2ccc3cccc(NS(C)(=O)=O)c3n2)n1	6.0%	1.9%	-0.4%	-15.2%	-0.4%	?	i	i	i	-3.2%	-5.5%
N#Cc1nc(N2CCCC2)nc(N2CCCC2)n1	1.4%	?	-7.1%	?	-0.3%	i	i	i	i	4.1%	5.1%
Cc1nn(Cc2ccccc2)c(Cl)c1C(=O)OC1CCOC1=O (stereo unspecified)	1.7%	?	0.0%	?	-1.1%	?	i	?	i	0.0%	0.7%

Record cards (already shown). Order of values: Ub-GFP proteasome	CRE-bla Fsk	Hsp90 Hop PPI	ERK AVP block	HBB splice mod	Texas Red fluor	4MU fluor	Fluorescein autfl	A350 autofl	Epigenetic mod	Luciferase inh
O=C(c1ccncc1)N1CCC2(CCCN(Cc3ccncc3)C2)CC1 is entered as -4.4%	5.2%	-2.8%	4.9%	1.8%	i	i	i	i	-0.5%[9.22 µM]	0.6%[11.4 µM]
Cn1c(=O)oc2cc(S(=O)(=O)NC(Cc3ccccc3)C(=O)N3CCCCC3)ccc21 (stereo unspecified) is entered as 9.8%	-1.1%	-4.2%[2.3 µM]	?	-0.8%	.	.	.	.	.	1.2%

Remaining list, next part.
molecule	Ub-GFP proteasome	CRE-bla Fsk	Hsp90 Hop PPI	ERK AVP block	HBB splice mod	Texas Red fluor	4MU fluor	Fluorescein autfl	A350 autofl	Epigenetic mod	Luciferase inh
C=CCn1c(Br)nc2c1c(=O)[nH]c(=O)n2C	1.3%	?	-0.1%	9.4%	.	i	i	i	i	0.0%	3.3%
CC(=O)c1sc(N2C(=O)c3oc4ccccc4c(=O)c3C2c2ccc(C)o2)nc1C (stereo unspecified)	11.2%	3.6%	-4.7%	7.3%	0.1%	.	.	.	.	0.0%	-1.8%
CC(C)c1ccc(/C(C(=O)O)=C(\O)C(=O)O)cc1	-5.6%[9.17 µM]	-5.0%[7.6 µM]	-4.0%[11 µM]	2.1%[11.5 µM]	2.2%[9.22 µM]	i	i	?	i	2.7%[9.22 µM]	-4.8%[11.4 µM]
CCn1c(SCC(=O)NCC2CCCO2)nc2cc(S(=O)(=O)N3CCCCC3)ccc21 (stereo unspecified)	1.0%	6.2%	-1.8%	1.2%	0.0%[57.5 µM]	i	i	i	i	5.5%	4.1%
COc1cccc(CNC(=O)C2CCCN(S(=O)(=O)c3c(C)n[nH]c3C)C2)c1 (stereo unspecified)	10.9%	0.5%	-2.6%	24.0%	0.2%	i	i	i	i	0.0%	1.6%
Cc1ccc2[nH]c(=O)c(C(c3nnnn3C3CCCC3)N(Cc3cccnc3)Cc3ccco3)cc2c1 (stereo unspecified)	-2.8%	-6.1%	-4.8%	13.3%	.	i	?	?	?	1.2%	0.3%
Cc1occc1-c1nnc(SCC(=O)Nc2ccccc2)n1Cc1ccccc1	-2.0%	17.5%	-1.8%	-21.9%	-0.2%[57.5 µM]	?	i	i	i	-1.9%	0.8%
CC(C)(C)NC(=O)CSc1nnc(-c2ccco2)n1Cc1ccco1	-7.6%	-0.3%	-5.0%	-16.6%	-1.8%	i	i	?	?	-1.3%	0.6%
Cn1cnc([N+](=O)[O-])c1Sc1nc(N)nc2c1ncn2Cc1ccccc1	-10.4%[9.17 µM]	-0.6%[7.6 µM]	2.8%[11 µM]	-1.4%[11.5 µM]	1.3%[9.22 µM]	i	i	?	i	0.0%[9.22 µM]	0.6%[11.4 µM]

Screening results deposited in PubChem BioAssay by National Center for Advancing Translational Sciences (NCATS).
